High-throughput results deposited in PubChem by several laboratories.
JMJD2C inh – inhibitors of human GASC-1 (JMJD2C) demethylase; GST-JMJD2C(1-420) H3K9me3 demethylation, DELFIA europium; Q9H3R0; 0.069% of 330,000 active; inhibition, % at 2.35 µM;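 active = more than half of a compound's replicate wells show inhibition beyond 50%, single wells judged on their own value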;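 note: signal counts dimethyl H3K9 product captured on neutravidin plate; 0% = median of DMSO wells and 100% = 0.3 times that DMSO median; strong numbers were not always called active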
Target sequence (Q9H3R0 1-420 limits assumed): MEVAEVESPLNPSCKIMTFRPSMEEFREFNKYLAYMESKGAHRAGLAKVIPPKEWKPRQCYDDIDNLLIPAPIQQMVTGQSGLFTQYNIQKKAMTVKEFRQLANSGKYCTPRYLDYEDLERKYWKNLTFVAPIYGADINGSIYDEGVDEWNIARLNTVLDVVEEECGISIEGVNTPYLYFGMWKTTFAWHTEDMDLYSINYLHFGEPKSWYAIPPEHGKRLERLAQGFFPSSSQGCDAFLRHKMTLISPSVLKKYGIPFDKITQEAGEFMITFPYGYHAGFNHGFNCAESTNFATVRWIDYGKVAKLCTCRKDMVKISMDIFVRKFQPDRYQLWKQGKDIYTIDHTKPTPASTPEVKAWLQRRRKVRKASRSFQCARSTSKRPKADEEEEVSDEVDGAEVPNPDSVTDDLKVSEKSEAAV
Efflux pump inh – inhibitors of Candida antifungal efflux pumps expressed in yeast | S. cerevisiae Candida pump triplex, Nile Red efflux | AID 485275 | 0.44% of 330,000 active | inhibition, % at 10 µM;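 active = plate passing quality check with inhibition over a set limit, or well fluorescence over plate mean plus 4 SD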;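 note: Nile Red retained in pooled yeast measured as flow cytometry median fluorescence; 0% = buffer negative control and 100% = Enniatin B positive control; higher means more Nile Red kept so more efflux inhibition; some compounds called inactive have numbers as strong as hits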
PREPL inh – inhibitors of human prolyl oligopeptidase-like enzyme PREPL; Q4J6C6; recombinant PREPL, fluorescence polarization activity-based probe; inhibition, % at 5.96 µM; 0.68% of 320,000 active; AID 2751; in the data active = inhibition above about 43%;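 note: 0% = enzyme with DMSO and 100% = wells lacking enzyme; many of its hits are not listed in these tables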
Numbers without * were called inactive.

SMILES	JMJD2C inh	Efflux pump inh	PREPL inh
COc1ccc(-c2c(C#Cc3ccsc3)c3cc(-c4ccc(CN5CCOCC5)cc4)ccc3n2C)cc1	-3.2	-0.2	14.8
C[C@H](CO)N1C[C@H](C)[C@H](CN(C)C(=O)Nc2cccc3ccccc23)Oc2c(NC(=O)c3ccc(-c4nccs4)cc3)cccc2C1=O	-15.5	0.3	7.2
O=C1CN(C(=O)COC(=O)CCS(=O)(=O)c2ccccc2Cl)c2ccccc2N1	3.3	0.1	1.6
CCOC(=O)c1ccccc1NC(=O)CSc1nc2ccccc2c(=O)n1CCCN1CCOCC1	3.5	-0.1	17.3
CCOc1ccccc1/C=C(\C(=O)O)c1ccc(S(=O)(=O)N2CCCCC2)s1	5.2	0.1	13.1
COc1ccc(NC(=O)CC2SC(N3CCCC3)=NC2=O)cc1Cl (stereo not given)	-2.2	-0.1	24.5
Cn1cccc1C1CCCN1CC(=O)Nc1c(Cl)cc(Cl)cc1Cl (stereo not given)	8.4	-0.1	9.9
CC(=NNC(=O)CCC(=O)Nc1ccccc1Cl)c1ccco1	-1.1	0.1	-3.6
Cc1ccc(C=NNC(=O)c2cc(-c3cccnc3)nc3ccccc23)o1	4.9	0.2	20.5
COc1ccc(Cc2cc(NCc3ccccc3)c3ncn(C(C)C)c3c2)cc1	6.3	-0.2	35.2
CC(C)(C)OC(=O)C[C@H]1C/C=C\C[C@@H](CC(=O)N[C@@H](CO)Cc2ccccc2)C(=O)NC[C@@H](c2ccccc2)OC1=O	11.1	0.0	-1.0
CCN(CC(=O)NCc1cccs1)C(=O)Cc1ccc(C)c(C)c1	-1.5	0.3	4.5
Cc1cc(C(=O)OCC(=O)NC2CCCCC2C)c2ccccc2n1 (stereo not given)	-0.2	0.3	9.5
Cc1cc(C(=O)NC2CCC(O)CC2)c(C)o1 (stereo not given)	-3.2	-0.1	6.3
Cc1cc(C)c(C)c(S(=O)(=O)Nc2cccc(S(=O)(=O)Nc3ccccc3C(=O)O)c2)c1C	-0.2	-0.1	-5.8
COc1ccccc1NC(=O)C/C(N)=N/OCC(=O)Nc1cccc(Cl)c1	0.1	0.0	-1.5
CC(C)(C)[C@H]1COC(=O)CC/C=C\C[C@H](CC(=O)N(CCO)Cc2ccccc2)C(=O)N1	-1.5	0.1	13.8
Cc1cc(NC(=O)COC(=O)/C=C/c2ccc(C)o2)no1	4.4	-0.1	16.0
COc1cc(/C=C/C(=O)OC(C)C(=O)Nc2ccc(Cl)cn2)ccc1OC(F)F (stereo not given)	-4.0	0.1	-5.9
CC(C)(C)OC(=O)C[C@H]1C/C=C\C[C@H](CC(=O)NCCO)C(=O)N[C@@H](Cc2ccccc2)COC1=O	3.3	-0.2	19.8
Cc1ccc(C(=O)NCC(=O)OCC(=O)Nc2cc(S(=O)(=O)N3CCOCC3)ccc2Cl)s1	-0.3	-0.4	2.8
CC(C(=O)Nc1ccc(C#N)cc1)N(C)CC(=O)N(C)c1c(N)n(Cc2ccccc2)c(=O)[nH]c1=O (stereo not given)	6.9	-0.1	23.2
CCOC(=O)C1=C(CC)Nc2ccccc2N=C1NC(=O)c1cc(S(=O)(=O)N2CCOCC2)ccc1C	0.8	0.0	12.2
CCc1cccc(C)c1NC(=O)CN1C(=O)NC(C)(CCC(C)C)C1=O (stereo not given)	-0.9	0.1	3.0
O=C(COC(=O)/C=C/c1ccc(Cl)cc1)NC1CC1	-0.4	0.0	16.6
Cc1c(NC(=O)CN(C)CC(=O)Nc2ccc(F)c(F)c2F)c(=O)n(-c2ccccc2)n1C	4.3	0.2	6.5
C[C@H](CO)N1C[C@H](C)[C@@H](CN(C)C(=O)NC2CCCCC2)Oc2ccc(NS(=O)(=O)c3ccc(F)cc3)cc2C1=O	7.8	-0.3	18.7
Cn1cnnc1SCC(=O)Nc1ncc([N+](=O)[O-])s1	19.6	0.0	6.0
CC(=O)Nc1ccc(S(=O)(=O)NCC(=O)OCC(=O)NCc2ccc3c(c2)OCO3)cc1	1.9	-0.2	2.1
O=C(COC(=O)CCC(=O)c1ccc(F)cc1)NCc1ccc(Cl)cc1	-0.5	0.0	10.3
CCOc1ccc(OCc2ccc(C(=O)NN=Cc3ccc[nH]3)cc2)cc1	7.8	-0.1	15.0
C=CC[C@@H](CC(=O)N[C@@H](CO)Cc1ccccc1)C(=O)N[C@H](COC(=O)[C@@H](CC=C)CC(=O)OC(C)(C)C)Cc1ccccc1	-1.7	-0.1	6.5
Cc1noc(C)c1NC(=O)Nc1ccc2c(c1)C(=O)N([C@H](C)CO)C[C@H](C)[C@@H](CN(C)C(=O)Nc1ccc3c(c1)OCO3)O2	7.7	0.0	12.6
Cc1ccc(S(=O)(=O)N2CCOCC2)cc1C(=O)N1CC(C)CC(C)C1 (stereo not given)	-5.0	0.1	8.1
O=C(COC(=O)/C=C/c1ccc(F)cc1)NCc1ccc2c(c1)OCO2	12.7	-0.3	-6.1
CC(C)(C)OC(=O)C[C@@H]1C/C=C\C[C@H](CC(=O)N[C@@H](CO)Cc2ccccc2)C(=O)N[C@H](Cc2ccccc2)COC1=O	8.8	-0.2	15.9
CC(C)N(C(=O)[C@H]1CC(CC(=O)NCCN2CCOCC2)C(=O)N2CCc3c([nH]c4ccccc34)[C@]12C)C(C)C (stereo not given in full)	17.4	-0.2	17.4
CCOC(=O)c1nc(C(=O)NCc2ccc(C)cc2)nc2ccccc12	-6.7	0.0	6.8
C=CC[C@H](CC(=O)N(CCO)Cc1ccccc1)C(=O)NCCOC(=O)[C@@H](CC=C)CC(=O)OC(C)(C)C	-4.2	0.2	-3.0
COc1ccc(S(=O)(=O)N2CCc3ccccc32)cc1C(=O)Nc1ccc(NC(C)=O)cc1	2.7	0.1	9.5
O=C(COC(=O)COc1ccc(Br)cc1)NCC1CCCO1 (stereo not given)	-10.0	0.0	14.1
CC(C)CC1NC(=O)c2cc(Cl)ccc2-n2c1nc1ccc(F)cc1c2=O (stereo not given)	2.8	-0.2	-6.9
O=C(COC(=O)CC1CCCC1)Nc1ccc(Br)cc1F	-1.7	-0.1	28.2
CCN(C[C@H]1N[C@@](Cc2ccccc2)(C(=O)OC)[C@H]2C(=O)N(Cc3ccccc3)C(=O)[C@@H]12)S(=O)(=O)c1ccc(OC(F)(F)F)cc1	-7.8	0.8	6.4
O=C(Nc1cc(-c2ccccc2)nn1-c1c(Cl)cccc1Cl)c1ccc(F)cc1	2.4	-0.5	7.2
O=C(Cn1c(=O)cnc2ccccc21)Nc1cc(Cl)ccc1N1CCOCC1	-2.1	-0.1	29.1
CC(C)(S)[C@@H](N)C(=O)O	-1.5	-0.1	2.4
COc1ccc(/C=C/c2c(-c3ccc(OC)cc3)oc(=O)c3cc(OC)c(OC)cc23)cc1	20.5	0.5	30.2
Cc1ccc(C)c(S(=O)(=O)Nc2ccc(-n3cnnn3)cc2)c1	-4.4	-0.3	10.0
C=CCN(c1ccccc1OC)S(=O)(=O)c1cccc(C(=O)OCC(=O)N2CCOCC2)c1	7.6	-0.4	0.6
Cc1ccc(NC(=O)Cn2cnc3c(OCc4ccccc4)ncnc32)cc1C	3.4	-0.2	-3.2
O=C(COc1c(F)c(F)cc(F)c1F)NNC(=O)CC1CCS(=O)(=O)C1 (stereo not given)	7.9	-0.2	10.1
COc1cc(OC)cc(-c2oc(=O)c3cc(OC)c(OC)cc3c2C(F)(F)F)c1	-4.0	0.0	8.0
Cc1cccc(OC(C)C(=O)OCC(=O)N2CCN(c3ccccc3)CC2)c1 (stereo not given)	1.5	0.5	11.4
CC(C)n1cnnc1SCC(=O)Nc1cccnc1Cl	-3.9	-0.4	19.7
CN(C(=O)CSc1cccc[n+]1[O-])c1ccccc1	-3.8	0.2	12.2
CN1C[C@@H]2[C@@H]3C(=O)N(Cc4ccccc4)C(=O)[C@@H]3[C@](C)(C1=O)N2C(=O)c1ccc(Cl)cc1	11.7	-0.3	6.6
COc1ccc(N2CCN(C(=O)c3cccc(S(=O)(=O)N4CCc5ccccc54)c3)CC2)cc1	8.5	0.1	28.1
O=C(COC(=O)C1CC2CCCC(C1)C2=O)Nc1ccc(F)c(Cl)c1 (stereo not given)	11.0	-0.1	19.7
O=C1CN(S(=O)(=O)c2cccc(Br)c2)CCN1	-8.6	0.2	17.2

Looked up one by one from above, 3 records:
SMILES	JMJD2C inh	Efflux pump inh	PREPL inh
CN1C[C@@H]2[C@@H]3C(=O)N(Cc4ccccc4)C(=O)[C@@H]3[C@](C)(C1=O)N2C(=O)c1ccc(Cl)cc1	11.7	-0.3	6.6
CCOC(=O)c1ccccc1NC(=O)CSc1nc2ccccc2c(=O)n1CCCN1CCOCC1	3.5	-0.1	17.3
Cc1c(NC(=O)CN(C)CC(=O)Nc2ccc(F)c(F)c2F)c(=O)n(-c2ccccc2)n1C	4.3	0.2	6.5

Next section
SMILES	JMJD2C inh	Efflux pump inh	PREPL inh
O=C(COC(=O)c1cc(Cl)nc(Cl)c1)Nc1ccc(Cl)c(S(=O)(=O)N2CCOCC2)c1	3.7	-0.1	1.5
Cc1cc(C)n(CC(=O)NNC(=O)c2cncc(Br)c2)n1	4.8	-0.2	5.2
C[C@H](CO)N1C[C@H](C)[C@@H](CN(C)C(=O)NC2CCCCC2)Oc2c(NC(=O)Cc3ccccc3)cccc2C1=O	-8.6	0.0	20.6
CC(=O)NCCc1ccc(C(=O)COC(=O)c2cc(C)oc2C)cc1	-1.4	0.1	11.7
O=C(COC(=O)c1n[nH]c2ccccc12)NCCc1ccccc1	-1.4	-0.1	-0.5
C#CCOCCOCCOCCNc1nc(N2CCN(C(=O)[C@H]([C@@H](C)CC)n3cc([C@@H](N)CO)nn3)CC2)nc(N2CCN(C(=O)[C@H](CCCCN)n3cc([C@@H](N)CO)nn3)CC2)n1	13.9	1.0	19.2
c1ccc2cc(CCO[C@H]3CCCCO3)ncc2c1	32.4	0.0	8.4
Cc1noc(C)c1NC(=O)Nc1cccc2c1O[C@H](CN(C)S(=O)(=O)c1ccc(F)cc1)[C@@H](C)CN([C@H](C)CO)C2=O	-24.1	-0.2	7.5
Cc1ccc(NS(=O)(=O)c2ccccc2[N+](=O)[O-])cc1S(=O)(=O)N1CCCCC1	2.6	-0.4	16.7
COc1ccc(S(=O)(=O)N(C)C[C@H]2Oc3c(NC(=O)NC4CCCCC4)cccc3C(=O)N([C@H](C)CO)C[C@@H]2C)cc1	-45.8	130.6*	22.5
Cc1ccc(S(=O)(=O)N2CCC[C@H]2C(=O)Nc2ccccc2C)cc1	-1.7	0.0	13.8
O=C(O)CCC(=NNC(=O)c1cccc(S(=O)(=O)N2CCCCC2)c1)c1ccccc1	8.1	0.0	14.3
O=C(NC(=S)/C(=C1\CCCCCN1)[N+](=O)[O-])c1ccccc1	3.6	-0.2	6.0
Cc1ccccc1OCCC(=O)NNC(=O)c1ccccc1F	0.0	0.1	1.3
O=C(COC(=O)c1ccco1)Nc1cc(S(=O)(=O)N2CCCCC2)ccc1Cl	-7.0	-0.4	10.7
O=C(NNC(=O)c1ccccn1)c1ccc(OC(F)F)cc1	-0.1	-0.1	6.2
CC(=O)NC(CC(=O)OCC(=O)Nc1cc(S(=O)(=O)N2CCCCC2)ccc1C)c1ccccc1 (stereo not given)	2.4	-0.1	-0.2
CC(=O)C[C@@H](O)CC(=O)[C@H]1OC(=O)[C@H](C)CCCCc2ccccc21	37.2	-0.1	11.0
O=C(O)Cc1ccc(S(=O)(=O)N2CCCC2)s1	3.7	-0.1	1.2
O=C(Cn1[nH]c(=O)c2ccccc2c1=O)OCC(=O)c1ccc(F)c(F)c1	-2.4	-0.2	10.9
C=CC[C@H](CC(=O)NCCO)C(=O)N[C@@H](C)COC(=O)[C@H](CC=C)CC(=O)OC(C)(C)C	-3.4	-0.1	10.4
Cc1ccc(C(C)C)cc1OCC(=O)Nc1nnc(C2CC2)s1	2.3	0.0	11.2
Cc1cccc(Nc2nnc(SCC(=O)NCC3CCCO3)s2)c1 (stereo not given)	0.0	-0.1	6.4
COc1ccc(-c2sc3cc4c(cc3c2C#Cc2cncn2C)OCO4)cc1	25.2	0.3	0.9
C=CC[C@@H](CC(=O)N[C@@H](CO)Cc1ccccc1)C(=O)N[C@@H](C)COC(=O)[C@@H](CC=C)Cc1ccc(F)cc1	10.8	0.2	10.9
NS(=O)(=O)c1cccc(NC(=O)CN2CCN(S(=O)(=O)c3ccc4c(c3)OCCO4)CC2)c1	-2.7	-0.2	1.8
O=C(OCC(=O)C12CC3CC(CC(C3)C1)C2)c1ccc(O)cc1	13.5	0.8	8.5
Cn1cc(S(=O)(=O)N2CCOCC2)cc1C(=O)O	3.7	-0.2	7.9
COc1ccc(S(N)(=O)=O)cc1C(=O)OCC(=O)N1CCCC(C)C1 (stereo not given)	0.0	0.3	7.8
CS(=O)(=O)c1cccc(C(=O)OCCCC(=O)c2ccccc2)c1	-0.1	-0.3	14.4
O=S(=O)(c1cccc(-c2n[nH]c(=S)n2-c2ccc(OC(F)(F)F)cc2)c1)N1CCOCC1	-5.2	-0.2	9.6

Profiles, looked up by structure.
Results for O=C(OCC(=O)C12CC3CC(CC(C3)C1)C2)c1ccc(O)cc1 = JMJD2C inh = 13.5; Efflux pump inh = 0.8; PREPL inh = 8.5
Results for CS(=O)(=O)c1cccc(C(=O)OCCCC(=O)c2ccccc2)c1 = JMJD2C inh = -0.1; Efflux pump inh = -0.3; PREPL inh = 14.4
Results for O=C(O)Cc1ccc(S(=O)(=O)N2CCCC2)s1 = JMJD2C inh = 3.7; Efflux pump inh = -0.1; PREPL inh = 1.2

Only part of the results is shown (hit frequency here may not be typical).
